Bioassay records (PubChem)
Rin1 Abl inh: inhibitors of Rin1-Abl protein binding, primary screen, biochemical, TR-FRET; Tyrosine-protein kinase ABL1 (Homo sapiens) + Ras and Rab interactor 1 (Homo sapiens), …; inhibition, % at 7.35 µM; 360,000 tested, 0.4% active; in the data active = inhibition above about 5%, passing the limit was not always enough
PABP1 MLLE inh: inhibitors of PABP1 MLLE–PAM2 peptide binding, primary screen, biochemical, fluorescence polarization, FITC-PAM2, GST-MLLE; Polyadenylate-binding protein 1 (Homo sapiens), P11940; inhibition, % at 20 µM; 360,000 tested, 0.36% active; AID 588489, 2011; in the data active = inhibition above about 35%, passing the limit was not always enough;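 note: plate controls were DMSO wells with GST-MLLE for no effect and wells lacking GST-MLLE protein for full effect; some results filed as inactive read as strong as hits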
Rpn11 inh: Rpn11 (PSMD14) deubiquitinase inhibitors, primary screen, biochemical, fluorescence polarization, uHTS | 26S proteasome non-ATPase regulatory subunit 14 (Homo sapiens), O00487 | human 26S proteasome, Ub4-pepOG fluorescence polarization; 20S core pre-blocked with epoxomicin | calls only at 20 µM | 360,000 tested, 0.59% active | AID 588493, 2011;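 active = inhibition at 20 µM, scaled to each plate's controls, above about 33%, limit read from the data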
Target sequence (O00487 whole entry, looked up): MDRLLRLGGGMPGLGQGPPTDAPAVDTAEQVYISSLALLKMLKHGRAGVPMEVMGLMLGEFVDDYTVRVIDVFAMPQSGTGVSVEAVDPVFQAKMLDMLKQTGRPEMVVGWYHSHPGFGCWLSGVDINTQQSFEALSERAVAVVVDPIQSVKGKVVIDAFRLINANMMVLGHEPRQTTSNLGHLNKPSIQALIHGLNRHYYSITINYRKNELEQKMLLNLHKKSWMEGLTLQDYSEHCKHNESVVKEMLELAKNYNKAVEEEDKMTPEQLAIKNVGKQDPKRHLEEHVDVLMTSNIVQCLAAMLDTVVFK
MT1-MMP act inh: blockers of MT1-MMP proenzyme processing, primary screen, HT1080 RFP-PRO-GFP cells, GFP/RFP fluorescence. Matrix metalloproteinase-14 (Homo sapiens), P50281. GFP/RFP ratio fluorescence, overnight; percent of plate control window, DMSO zero. GFP/RFP ratio change, % at 20 µM. 360,000 tested, 0.061% active. AID 651647, 2012;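 active = GFP/RFP ratio change of at least 30% with cell ATP level not reduced by more than half and red fluorescence within 50% of control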; note: strong numbers were not always called active
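Compound: 20 µM single dose, 1% DMSO / System: HT1080 RFP-PRO-GFP cells / Controls: DMSO and RFP-L50D-GFP cell wells / Read-out basis: GFP/RFP fluorescence ratio / Schedule: overnight compound exposure at 37 °C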
CSN inh: inhibitors of CSN-mediated cullin deneddylation, primary screen, biochemical, fluorescence polarization, uHTS; Purified CSN, SCF-Nedd8-OG deneddylation; COP9 signalosome complex subunit 5 (Homo sapiens), Q92905; inhibition, % at 12.5 µM; 360,000 tested, 0.38% active; AID 651999, 2013;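 active = pattern-corrected inhibition above about 35%, with an unprinted fluorescence ratio check between 0.5 and 1.5, limit read from the data, passing the limit was not always enough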;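 note: 0% = enzyme with substrate and 100% = substrate without enzyme; some results filed as inactive read as strong as hits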
Target sequence (Q92905 whole entry, looked up, one chain of several): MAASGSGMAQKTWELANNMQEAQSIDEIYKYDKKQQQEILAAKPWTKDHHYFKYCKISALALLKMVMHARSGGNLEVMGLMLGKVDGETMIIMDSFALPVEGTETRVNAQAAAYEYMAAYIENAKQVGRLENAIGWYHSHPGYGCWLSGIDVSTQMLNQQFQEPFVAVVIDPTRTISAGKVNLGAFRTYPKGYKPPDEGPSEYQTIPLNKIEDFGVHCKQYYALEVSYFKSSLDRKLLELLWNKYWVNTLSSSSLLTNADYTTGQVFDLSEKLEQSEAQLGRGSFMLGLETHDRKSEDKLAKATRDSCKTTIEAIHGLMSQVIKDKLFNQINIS
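Assay system: purified human Csn5 enzyme expressed in HEK293T cells; Input: 0.24 nM Csn5 enzyme, final concentration; Reagent: 10 nM SCFSkp2-Nedd8OG; Compound dosing: 12.5 µM single point; Times: reaction 90 min, room temperature; Technique: fluorescence polarization readout.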
NadD inh: inhibitors of S. aureus NadD, primary screen, biochemical, colorimetric, uHTS. Nicotinate-nucleotide adenylyltransferase NadD (Staphylococcus aureus N315). purified NadD enzyme, colorimetric absorbance read-out. inhibition, % at 20 µM. 360,000 tested, 0.78% active; in the data active = inhibition above about 26%; note: some compounds past the cut are filed as inactive
FAS-TE inh: FAS thioesterase domain inhibitors, primary screen, biochemical, fluorescence intensity, uHTS; Fatty acid synthase (Homo sapiens), P49327; recombinant FAS-TE, OMFH fluorogenic substrate, fluorescence endpoint; inhibition, % at 15 µM; 360,000 tested, 0.67% active;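 active = compounds whose normalised, plate-corrected inhibition of enzyme fluorescence in the single-dose primary screen is 50% or more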;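 note: 0% = DMSO with enzyme and 100% = substrate without enzyme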
Neddylation inh: inhibitors of cullin neddylation, primary screen, biochemical, TR-FRET, uHTS, NAE and Ubc12; 360,000 tested, 0.58% active; calls only at 25 µM; in the data active = inhibition above about 36%
SKN-1 inh: suppressors of acrylamide-induced Pgst-4::GFP reporter in worms, primary screen, SKN-1 inhibitor project, whole organism, uHTS, GFP/RFP fluorescence ratio, strain VP596. C. elegans VP596 Pgst-4::GFP/RFP ratio, 24 h. inhibition, % at 21.8 µM. 360,000 tested, 0.49% active;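 active = interference check ratio from 0.5 to 1.5 plus GFP to RFP signal ratio inhibition reaching or exceeding a fixed threshold, cut at about 30% in these data, passing the limit was not always enough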; note: some compounds called inactive have numbers as strong as hits
The depositor's hits bear a star; i = inactive; nt = not tested or not shown; + = active, no number.

The first 2 entries as a preview:
SMILES	Rin1 Abl inh	PABP1 MLLE inh	Rpn11 inh	MT1-MMP act inh	CSN inh	NadD inh	FAS-TE inh	Neddylation inh	SKN-1 inh
COc1cnc(-c2ccccc2)c(-c2ccccc2)n1	-4	-4	i	0	3	-3	20	i	20
CN(C)CCOCCOc1ccccc1-c1ccccc1	3	1	i	-1	2	-11	-1	i	14

The list itself, from the start:
SMILES	Rin1 Abl inh	PABP1 MLLE inh	Rpn11 inh	MT1-MMP act inh	CSN inh	NadD inh	FAS-TE inh	Neddylation inh	SKN-1 inh
COc1cnc(-c2ccccc2)c(-c2ccccc2)n1	-4	-4	i	0	3	-3	20	i	20
CN(C)CCOCCOc1ccccc1-c1ccccc1	3	1	i	-1	2	-11	-1	i	14
O=C(Cc1ccccc1)Nc1cccc(-c2nnc(-c3ccco3)o2)c1	0	-6	i	15	2	2	8	i	16
COc1ccc(NC(=O)c2cnc(SC)n2-c2ccc(F)cc2)c(OC)c1	0	-14	i	-1	2	4	5	i	4
CN(C)C(CNC(=S)Nc1cccc(Cl)c1)c1cccnc1 (stereo not drawn)	-1	10	i	-1	-2	1	-11	i	-8
CC(C)C(C(=O)NCC1CCCO1)N(Cc1ccco1)C(=O)CNS(=O)(=O)c1ccc(F)cc1 (stereo not drawn)	0	-8	i	-3	5	-5	-3	i	-2
CCC(=O)OCC(=O)N=c1sccn1Cc1ccc(C)cc1	7	-12	i	0	0	-8	-2	i	-14
Cc1ccc(CNC(=O)c2nnn(CC(=O)Nc3cccc(C)c3C)c2N)cc1	2	-6	i	1	36*	6	-6	i	30
CC(C)CC(=O)O/N=C1\C(=O)N(c2ccccc2)c2ccccc21	0	-5	i	0	3	-4	-94	i	14
CC(=O)n1cc([C@H]2C=C(C(=O)N3CCN(Cc4ccc5c(c4)OCO5)CC3)O[C@@H](OCc3ccc(CO)cc3)C2)c2ccccc21	1	11	i	-3	1	5	30	i	15
Fc1cccc(Cc2noc(CN3CCOCC3)n2)c1	-1	-3	i	-4	-1	-6	-7	i	-9
COc1ccc(N(CC(=O)N2CCN(c3cccc(C)c3C)CC2)S(=O)(=O)c2c(C)noc2C)cc1	0	-4	i	1	2	-2	27	i	0
CC1(C)C2CCC1(C)C(NC1=NCCC1)C2 (stereo not drawn)	6	-7	i	-3	1	-9	-14	i	1
CCNC(=O)C1CCCN(C(=O)c2ccc(N(C)C)cc2)CC1 (stereo not drawn)	0	-1	i	0	0	-2	-5	i	12
Cc1coc2c1c(C)cc1oc(=O)c(CC(=O)N[C@H](C(=O)O)C(C)C)c(C)c12	-1	-1	i	-1	-1	3	3	nt	1
CC(C)Oc1cc(F)ccc1-c1cc(C(=O)Nc2ccccc2)[nH]n1	3	7	i	-5	7	1	19	i	11
CCN(CC(=O)Nc1ccc2c(c1)OCCO2)C(=O)/C=C/c1cccc(OC)c1OC	2	0	i	2	-1	-5	-2	nt	-11
CC[C@]12c3[nH]c4cc(CCC(=O)N(C)C)ccc4c3CCN1C(=O)[C@@H](CC(=O)NC(C)(C)C)C[C@@H]2C(=O)N1CCN(C(=O)C2CC2)CC1	2	-2	i	1	3	1	-13	i	17
CC(C)N1CCC1(C)C(=O)Nc1cccc(C#N)c1 (stereo not drawn)	2	10	i	0	-2	4	-8	i	17
O=C(O)C1CC=CCC1C(=O)Nc1ccccc1C(=O)N1CCN(c2ccc(Cl)cc2)CC1 (stereo not drawn)	2	-6	i	2	-15	5	0	i	-10
CCCCC(=O)Nc1ccc(NC(=O)CC)cc1OC	0	-2	i	3	-1	0	-9	i	-10
CC1CCCCN1C(=O)NC1CC(=O)N(c2ccc3c(c2)OCCO3)C1 (stereo not drawn)	5	-4	i	0	0	-5	-7	i	-8
Cc1cc(C)n(-c2ccnc3cc(Cl)ccc23)n1	0	-13	i	-8	-1	-1	-1	i	8
Cc1cccc2c1CC(C)(C)N/C2=C\C(N)=O	1	12	i	-2	-8	4	-1	i	12
CC(C)NC1=C(Cl)C(=O)c2ccccc2C1=O	-10	25	i	2	9	1	4	i	16
COc1ccc(CN2CCN(C(=O)c3ccco3)CC2)c(OC)c1OC	0	-11	i	-8	1	-1	-4	i	8
O=C(CC(=O)N/N=C\c1ccccc1)NCCc1ccccc1	1	-7	i	1	-2	-3	-2	i	-11
O=C(NCC1CCCO1)c1ccc(CS(=O)(=O)Cc2ccc(F)cc2)o1 (stereo not drawn)	2	1	i	2	-1	-3	-9	i	-4
O=C(CNC(=O)Cc1cccc2ccccc12)NCc1ccccc1F	1	-6	i	0	5	-2	-5	i	8
CCCN=Cc1sc2ccc(OCC)cc2c1O	-1	33	i	1	2	1	-9	i	7

Structural class, the compounds so far with a Cl atom (4)
SMILES	Rin1 Abl inh	PABP1 MLLE inh	Rpn11 inh	MT1-MMP act inh	CSN inh	NadD inh	FAS-TE inh	Neddylation inh	SKN-1 inh
CN(C)C(CNC(=S)Nc1cccc(Cl)c1)c1cccnc1 (stereo not drawn)	-1	10	i	-1	-2	1	-11	i	-8
O=C(O)C1CC=CCC1C(=O)Nc1ccccc1C(=O)N1CCN(c2ccc(Cl)cc2)CC1 (stereo not drawn)	2	-6	i	2	-15	5	0	i	-10
Cc1cc(C)n(-c2ccnc3cc(Cl)ccc23)n1	0	-13	i	-8	-1	-1	-1	i	8
CC(C)NC1=C(Cl)C(=O)c2ccccc2C1=O	-10	25	i	2	9	1	4	i	16

Other compounds follow:
SMILES	Rin1 Abl inh	PABP1 MLLE inh	Rpn11 inh	MT1-MMP act inh	CSN inh	NadD inh	FAS-TE inh	Neddylation inh	SKN-1 inh
CCOC(=O)C1CNc2cc(S(=O)(=O)CC)ccc2O1 (stereo not drawn)	-1	-5	i	-7	-13	3	-4	i	-1
CCOC(=O)C1(CC2CCCCO2)CCN(C(=O)Nc2cccc(SC)c2)CC1 (stereo not drawn)	2	4	i	2	-12	6	6	i	-1
CNc1nc(Nc2ccc(Br)cc2)nc(N)c1[N+](=O)[O-]	0	-5	i	2	-11	9	-4	i	12
COc1ccc(OC)c(CC(NC(C)=O)C(=O)NC2CCN(C(=O)c3cccc(C)c3)CC2)c1 (stereo not drawn)	-3	-4	i	-2	3	-1	-4	i	0
O=C(NNC(=O)c1ccc(F)c(S(=O)(=O)N2CCOCC2)c1)c1ccc([N+](=O)[O-])cc1	-3	0	i	3	-4	1	-1	i	-5
O=c1cc(-c2ccccc2)[nH]n1-c1nc2ccccc2[nH]1	-2	22	i	22	1	-3	1	i	1
O=C1C(Cl)=C(Nc2ccc(F)cc2)C(=O)N1CCc1ccccc1	4	-1	i	0	-1	-2	10	i	5
CC(=O)c1ccc(S(=O)(=O)N2CCCCC2C(=O)O)cc1 (stereo not drawn)	1	9	i	0	-8	0	-6	i	-20
Cc1ccc(NC(=O)C(C)N2C(=O)c3ccccc3C2=O)cc1C (stereo not drawn)	1	-6	i	-1	2	-4	-2	i	7
COc1cc(CCC(=O)OCC(=O)c2ccc[nH]2)cc(OC)c1OC	3	-8	i	1	7	-2	-6	i	13
O=C(/C=C/c1ccco1)N(Cc1ccccc1)C1CCS(=O)(=O)C1 (stereo not drawn)	-4	-5	i	4	2	-3	-2	i	8
C(/CCc1ccccc1)=N\Nc1nc2ccccc2[nH]1	1	-69	i	10	-2	5	-14	i	-2
O=C(O)c1cc(S(=O)(=O)NCC2COc3ccccc3O2)ccc1Cl (stereo not drawn)	1	3	i	3	0	0	-7	i	-6
O=C(Nc1cccn2nc(COCCO)nc12)C(c1ccccc1)c1ccccc1	-4	11	i	0	1	0	-5	i	7
Cc1ccc(S(=O)(=O)N2C[C@H]3[C@H]4C(=O)N(C5CCCCC5)C(=O)[C@H]4CC(=O)[C@H]3[C@@H]2c2ccccc2F)cc1	6	-4	i	-4	1	-5	15	i	7
O=C(CSc1nnc(-c2ccccc2Br)o1)N1CCOCC1	-1	-3	i	0	3	0	-4	i	22
Cc1noc(C)c1-c1ccc(C(=O)NCC2CC2)c2occc12	3	11	i	14	0	-2	-4	i	18
CC(C)N(C(=O)[C@H]1CC(CC(=O)NCC23CC4CC(CC(C4)C2)C3)C(=O)N2CCc3c([nH]c4ccccc34)[C@]12C)C(C)C (stereo partly drawn)	-3	-6	i	-3	1	-2	17	i	-13
CC[n+]1ccccc1/C=C/c1ccc(N(C)C)cc1	-23	-175	+	-85	38*	10	-10	i	41*
Cc1ccc(CSCCNC(=O)/C=C/c2ccc(Cl)cc2)cc1	-3	-9	i	-1	1	1	-7	i	-16
O=C(NCc1ccccc1)c1cccc2c1C(=O)c1ccc(/C=C/c3ccccc3)cc1S2(=O)=O	0	-22	i	-11	4	34*	11	i	-11
c1ccc(CSc2ncnc3c2cnn3-c2ccccc2)cc1	0	21	i	6	-13	-6	-5	i	9
N#Cc1ccccc1OCC(=O)Nc1ccccc1C(=O)NC1CC1	0	6	i	-4	-8	-1	-4	i	10
C#CCNC(=O)C1=C[C@@H](c2ccccc2)C[C@@H](OCc2ccc(CO)cc2)O1	-1	1	i	8	-4	-7	-11	i	-1
COc1ccccc1NC(=O)N1CCCC(CNC(=O)c2ccccc2Cl)C1 (stereo not drawn)	0	5	i	-1	3	0	-5	i	16
CC(C)CN(C(=O)C1CC1)C1CCS(=O)(=O)C1 (stereo not drawn)	-2	6	i	-1	-4	-4	-5	i	10
CCCS(=O)(=O)NCCc1cc2ccc(C)cc2[nH]c1=O	1	-6	i	1	2	-4	-8	i	6
O=C(CSc1cn(CCNC(=O)c2ccc3ccccc3c2)c2ccccc12)NCc1ccco1	1	18	i	-1	4	-2	12	i	-11
Cc1onc(-c2ccccc2)c1C(=O)NN1CCOCC1	0	2	i	-3	2	-7	-9	i	12
O=[N+]([O-])c1c(NCCO)cc(N2CCCCC2)c2nonc12	-6	12	i	6	2	0	-5	i	-2
O=C(CSCC(=O)OCC(=O)c1ccc(Br)cc1)Nc1ccc(Br)cc1	0	-2	i	1	5	-2	18	i	-1
Cn1cccc1C(=O)N/N=C/c1c(Cl)cccc1Cl	1	-6	i	-3	-3	-6	-8	i	7
CC(NS(=O)(=O)c1ccc(Br)cc1)C(N)=O (stereo not drawn)	-1	6	i	1	-5	-5	-9	i	1
CC(=O)c1c(C)n(-c2ccccc2)c2ccc(OCC(N)=O)cc12	2	-2	i	-3	-6	-6	-2	i	-6
O=C(NCCN1CCN(c2ccccc2)CC1)C1(S(=O)(=O)c2ccc(Cl)cc2)CC1	-1	-4	i	-4	-1	-3	4	i	-13
COc1ccc(N(CC(=O)Nc2ccc(S(=O)(=O)N3CCCC3)cc2)S(C)(=O)=O)cc1OC	1	-1	i	0	1	5	-2	i	13
COc1cccc(OC)c1C(=O)Nc1ccnn1C	1	4	i	1	-6	-6	-6	i	21
